PERK inh = blocks human PERK kinase | CHO PERK-DD fusion, SEAP luminescence translation reporter | inhibition, % at 5.6 µM | 220,000 compounds, 0.17% hits | AID 1416;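 active = inhibition above the mean inhibition of all tested compounds plus 3 SD, set separately per screening campaign, cut at about 2.9% in these data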;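 also: PERK kinase domain activated by AP20187 dimerizer at 100 nM; 0% = DMSO with dimerizer and 100% = rapamycin at 8.4 µM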
hK5 inh = inhibitors of human kallikrein 5. inhibition, % at 5 µM. AID 873. recombinant hK5, fluorogenic AMC substrate cleavage. 210,000 compounds, 0.59% hits. Q9Y337;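 active = inhibition of 40% or more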;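 also: 0% = enzyme controls without compound and 100% = no-enzyme blanks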
FXIa inh = blocks human coagulation factor XIa protease activity | AID 798 | purified FXIa, Boc-Glu-Ala-Arg-AMC fluorogenic substrate | 220,000 compounds, 0.14% hits | inhibition, % at 5 µM | P03951;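 active = inhibition of at least 40%; inactive = inhibition below 40%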;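 also: fluorescence of freed AMC excited at 355 nm; 0% = enzyme without compound and 100% = no enzyme blank; many of its hits are not listed in these tables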
Target sequence (P03951 19-387 limits assumed): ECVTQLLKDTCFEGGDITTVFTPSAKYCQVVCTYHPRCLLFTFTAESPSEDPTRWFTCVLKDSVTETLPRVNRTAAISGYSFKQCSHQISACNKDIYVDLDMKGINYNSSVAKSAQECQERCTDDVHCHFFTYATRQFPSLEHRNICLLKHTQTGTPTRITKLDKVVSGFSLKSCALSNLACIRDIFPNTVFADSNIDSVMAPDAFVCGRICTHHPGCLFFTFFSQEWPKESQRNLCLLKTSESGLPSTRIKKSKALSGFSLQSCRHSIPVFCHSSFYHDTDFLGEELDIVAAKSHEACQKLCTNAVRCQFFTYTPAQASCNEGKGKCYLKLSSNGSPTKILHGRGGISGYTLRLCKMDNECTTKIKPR
Target sequence (P03951 388-625 limits assumed): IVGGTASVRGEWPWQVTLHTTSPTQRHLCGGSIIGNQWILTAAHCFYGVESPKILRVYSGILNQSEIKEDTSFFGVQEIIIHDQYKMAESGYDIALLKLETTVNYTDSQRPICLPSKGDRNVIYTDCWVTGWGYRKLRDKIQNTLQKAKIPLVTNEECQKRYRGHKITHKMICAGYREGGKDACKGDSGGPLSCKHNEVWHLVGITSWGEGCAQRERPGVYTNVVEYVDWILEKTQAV
Thrombin inh = blocks human thrombin protease activity. 220,000 compounds, 0.26% hits. inhibition, % at 5 µM. alpha-thrombin, Boc-VPR-AMC fluorogenic substrate cleavage. AID 1046;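 active = inhibition at or above 40%; inactive = inhibition below 40%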;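 also: 0% = enzyme with no compound and 100% = wells without enzyme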
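Test system: human alpha-thrombin protein / Dosing: one concentration per compound, 5 µM, with 0.2% DMSO / Medium: pH 7.5 Tris-saline with Tween 20 / Benchmarks: no-compound enzyme wells and no-enzyme blanks / Read-out basis: percent inhibition of thrombin substrate cleavage / Timing: reaction at room temperature / Measured by: fluorescence, ex 355 nm, em 460 nm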
FXIIa inh = factor XIIa (human) inhibition. P00748. purified FXIIa, Boc-QGR-AMC fluorogenic substrate, 2 h. inhibition, % at 5 µM. 220,000 compounds, 0.3% hits. AID 800; in the data active = inhibition above about 40%;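 also: 0% = enzyme with no compound and 100% = blank without enzyme; many of its hits are not listed in these tables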
Rad51 HR inh = Rad51 (human) homologous recombination inhibition; 200,000 compounds, 0.085% hits; inhibition, % at 10 µM; Q06609; hRad51 DNA strand exchange, fluorescence dequenching;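 active = inhibition above 40% at the single screening dose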;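 also: 0% = DMSO control wells and 100% = blanks with heterologous ssDNA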
Target sequence (Q06609 whole entry, looked up): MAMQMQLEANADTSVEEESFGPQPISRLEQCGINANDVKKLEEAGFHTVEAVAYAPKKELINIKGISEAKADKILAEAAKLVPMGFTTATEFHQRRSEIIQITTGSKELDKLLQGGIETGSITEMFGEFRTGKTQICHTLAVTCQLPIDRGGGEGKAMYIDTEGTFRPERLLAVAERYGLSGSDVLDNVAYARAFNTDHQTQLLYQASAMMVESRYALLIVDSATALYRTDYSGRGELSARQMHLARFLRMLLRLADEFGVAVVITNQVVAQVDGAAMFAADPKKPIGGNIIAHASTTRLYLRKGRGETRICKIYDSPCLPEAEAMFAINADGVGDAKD
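Test system: preformed human Rad51 ssDNA filaments. Compound dosing: single dose, 10 µM final compound. Incubation: filaments 15 min 37 °C, then compound 30 min. Technique: FRET fluorescence dequenching, excitation 485 nm, emission 520 nm. Read-out basis: percent inhibition from fluorescence, normalised to plate control and blank means. Benchmarks: plate controls and plate blanks.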
m-calpain inh = blocks pig calpain II enzyme activity; purified calpain II, fluorogenic peptide substrate, 30 min; inhibition, % at 16 µM; 220,000 compounds, 0.37% hits; AID 1236;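 active = inhibition above about 50%, limit read from the data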
Furin inh = blocks human furin protease activity; P09958; purified furin, fluorogenic substrate cleavage; inhibition, % at 30 µM; 220,000 compounds, 0.061% hits; in the data active = inhibition above about 25%; also: inactives centre near -15
KCC2 mod = KCC2 (human) Cl- transport modulation. KCC2 cells, thallium flux FluoZin-2 fluorescence. 190,000 compounds, 2.2% hits. B-score of Tl+ flux slope (higher = more flux/activation; lower = inhibition) at 10 µM. Q9H2X9;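 active = thallium flux slope and its plate-corrected score both differing from the plate sample mean at a set confidence after two filtering rounds, in either direction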;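 also: slope of fluorescence scaled to starting intensity during 10 to 20 s after thallium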
Active calls of the source: *; i = inactive; / = no result given; [ ] = remark or other dose.

SMILES | PERK inh | hK5 inh | FXIa inh | Thrombin inh | FXIIa inh | Rad51 HR inh | m-calpain inh | Furin inh | KCC2 mod
COc1ccc(NC(=O)c2ccccc2)cc1NS(=O)(=O)c1ccc(F)cc1 | -0.2 | -10 | 9 | 2 | 15 | / | -11 | -21 | 0.058
Cc1c(NC(=O)COC(=O)C2(c3ccccc3F)CCCC2)c(=O)n(-c2ccccc2)n1C | -0.3 | -7 | -9 | -1 | 3 | -4 | -15 | -23 | 0.13
Cc1nnc(SCCn2c(N3CCN(C)CC3)nc3c2c(=O)[nH]c(=O)n3C)s1 | 0.2 | 13 | -5 | -6 | 8 | -1 | -3 | -29 | /
O=C1CCCN1CCC1CCN(C2CC(=O)N(c3ccc(F)cc3)C2=O)CC1 (centres undefined) | -0.6 | -15 | -11 | -10 | -8 | 8 | 18 | -29[20 µM] | 1.1
CCOC(=O)C1(Cc2ccc(OC)cc2)CCN(C(=O)c2ccc3[nH]ccc3c2)CC1 | -0.3 | 5 | 0 | -6 | 9 | -5 | 35 | -15 | 1.6
COC(=O)c1ccc(C2C(Oc3ccccc3C)C(=O)N2CCc2ccc(OC)c(OC)c2)cc1 (centres undefined) | -0.8 | -5 | 0 | 1 | 20 | 9 | -16 | -17[20 µM] | /
COc1ccc(CN(C(=O)c2ccc(CN3CCOCC3)o2)C(C(=O)NCC2CCCO2)c2ccc(F)cc2)cc1 (centres undefined) | -0.1 | 0 | -4 | 1 | 1 | -39 | 1 | -23 | 0.058
CCOC(=O)c1c(C)[nH]c(C(=O)COC(=O)/C=C/c2ccc3c(c2)OCO3)c1C | 0.3 | -5 | 8 | -3 | 13 | 5 | -12 | -14 | 0.58
O=C(Nc1ccc(Cl)c(Cl)c1)c1cccc(S(=O)(=O)NCc2cccnc2)c1 | -0.1 | -6 | 6 | -3 | 11 | 1 | 12 | -18 | 0.38
O=C(N=Nc1c(O)[nH]c2ccccc12)c1ccco1 | 1.3 | 3 | 3 | 2 | 13 | 5 | 1 | -2 | 0.25
CC(C)CN(C(=O)COC(=O)Cc1n[nH]c(=O)c2ccccc12)C1CCS(=O)(=O)C1 (centres undefined) | 0.5 | -20 | 5 | -2 | 12 | -2 | -44 | -4[20 µM] | /
CCOC(=O)c1c(NC(=O)N/N=C/c2ccc(O)c(OC)c2)sc(C(C)=O)c1C | 0.8 | 2 | -4 | -6 | 0 | 0 | -19 | -14 | 1.3
Cc1ccc(-n2c(C3CC3c3ccc(Cl)cc3)n[nH]c2=S)cc1 (centres undefined) | 0.0 | -13 | 1 | -3 | 7 | -13 | -20 | -16[20 µM] | -0.021
CCOC(=O)C(NC(=O)c1ccc(OC)cc1)(N1CCCC1=O)C(F)(F)F (centres undefined) | -0.9 | -4 | 2 | 2 | 7 | / | 14 | 0 | 0.27
O=C1CC(c2ccc(Cl)cc2)CC(O)=C1C=NCCN1CCNCC1 (centres undefined) | -0.6 | -8 | -3 | -2 | 11 | 4 | -22 | -18[20 µM] | -0.048
O=c1c2cc(-c3ccccc3)sc2ncn1-n1cccc1 | -1.7 | 5 | 3 | 0 | 19 | 2 | -10 | -4[20 µM] | 0.84
O=c1c(-c2nc3ccccc3s2)cccn1Cc1ccc(Cl)c(Cl)c1 | 1.4 | -382 | -8 | -24 | -49 | -1 | i | -31[20 µM] | /
COc1ccc(-c2cc(CNC(=O)CN(C)Cc3ccccc3)on2)cc1 | -0.1 | -2 | 1 | -2 | 15 | / | -38 | -7 | /
Nc1cc(S(=O)(=O)Nc2cc(Cl)ccc2Cl)ccc1N1CCCC1 | 1.4 | 3 | 5 | 2 | 10 | -28 | 17 | -5 | -0.39
CCOc1ccc(NC(=O)CC2C(=O)NCCN2C(=O)c2ccc(Cl)cc2)cc1 (centres undefined) | 0.8 | -1 | -3 | -10 | 7 | -3 | -14 | -22 | -0.86
CSc1cccc(NC(=S)N2CCCN(Cc3ccc(F)cc3)C2)c1 | 0.9 | -2 | -6 | 0 | 2 | 11 | -10 | -23 | 0.031
Nc1cc([N+](=O)[O-])ccc1Nc1ccccc1 | 1.0 | -2 | -1 | 0 | 6 | -42 | 19 | -4 | 0.57
Cc1c(NC(=O)NCc2ccccc2)c(=O)n(-c2ccccc2)n1C | 0.5 | 1 | -2 | -2 | 4 | 1 | -8 | -14 | -0.059
CCOC(=O)c1[nH]c(C)c(C(=O)C(C)C)c1C | -0.6 | -14 | -2 | 4 | 10 | -5 | 19 | -20[20 µM] | 0.24
Cc1cccc(Nc2ncccc2C(=O)NCc2cccs2)c1C | -0.2 | 5 | -38 | -7 | -22 | 2 | 54* | -22 | 0.34

Gathered by group: the entries above containing a thiophene ring, fused or not (three)
SMILES | PERK inh | hK5 inh | FXIa inh | Thrombin inh | FXIIa inh | Rad51 HR inh | m-calpain inh | Furin inh | KCC2 mod
CCOC(=O)c1c(NC(=O)N/N=C/c2ccc(O)c(OC)c2)sc(C(C)=O)c1C | 0.8 | 2 | -4 | -6 | 0 | 0 | -19 | -14 | 1.3
O=c1c2cc(-c3ccccc3)sc2ncn1-n1cccc1 | -1.7 | 5 | 3 | 0 | 19 | 2 | -10 | -4[20 µM] | 0.84
Cc1cccc(Nc2ncccc2C(=O)NCc2cccs2)c1C | -0.2 | 5 | -38 | -7 | -22 | 2 | 54* | -22 | 0.34

With a hit mark in m-calpain inh, among the entries above:
mol	PERK inh	hK5 inh	FXIa inh	Thrombin inh	FXIIa inh	m-calpain inh	Furin inh	KCC2 mod
Cc1cccc(Nc2ncccc2C(=O)NCc2cccs2)c1C	-0.2	5	-38	-7	-22	54*	-22	0.34

Given with each value named: four of the compounds above.
mol: COC(=O)c1ccc(C2C(Oc3ccccc3C)C(=O)N2CCc2ccc(OC)c(OC)c2)cc1 (centres undefined)
- PERK inh: -0.8
- hK5 inh: -5
- FXIa inh: 0
- Thrombin inh: 1
- FXIIa inh: 20
- Rad51 HR inh: 9
- m-calpain inh: -16
- Furin inh: -17[20 µM]
- KCC2 mod: /

mol: CSc1cccc(NC(=S)N2CCCN(Cc3ccc(F)cc3)C2)c1
- PERK inh: 0.9
- hK5 inh: -2
- FXIa inh: -6
- Thrombin inh: 0
- FXIIa inh: 2
- Rad51 HR inh: 11
- m-calpain inh: -10
- Furin inh: -23
- KCC2 mod: 0.031

mol: CCOC(=O)c1c(NC(=O)N/N=C/c2ccc(O)c(OC)c2)sc(C(C)=O)c1C
- PERK inh: 0.8
- hK5 inh: 2
- FXIa inh: -4
- Thrombin inh: -6
- FXIIa inh: 0
- Rad51 HR inh: 0
- m-calpain inh: -19
- Furin inh: -14
- KCC2 mod: 1.3

mol: O=C1CC(c2ccc(Cl)cc2)CC(O)=C1C=NCCN1CCNCC1 (centres undefined)
- PERK inh: -0.6
- hK5 inh: -8
- FXIa inh: -3
- Thrombin inh: -2
- FXIIa inh: 11
- Rad51 HR inh: 4
- m-calpain inh: -22
- Furin inh: -18[20 µM]
- KCC2 mod: -0.048

Later entries
SMILES | PERK inh | hK5 inh | FXIa inh | Thrombin inh | FXIIa inh | Rad51 HR inh | m-calpain inh | Furin inh | KCC2 mod
CCOC(=O)C1CCN(c2c(N3CCN(Cc4ccccc4)CC3)c(=O)c2=O)CC1 | 0.2 | -29 | 18 | -3 | 23 | -12 | 6 | -30 | -0.43
O=C(Nc1ccc2nc(-c3ccccn3)[nH]c2c1)C1CCCCC1 | -0.9 | -1 | 1 | 3 | 12 | 4 | -477 | 5[20 µM] | -1.1
CCCCc1nc2n[nH]c(N)c2c2c1CCCC2 | -1.4 | -9 | 19 | 4 | 25 | -1 | -2 | -10[20 µM] | -0.29
Cc1nc(SCCO)c([N+](=O)[O-])[nH]1 | 1.1 | -2 | 6 | -1 | 5 | -1 | -10 | -23 | -0.39
O=C(CC1C(=O)NCCN1Cc1ccc(F)cc1)NCCOc1cccnc1 (centres undefined) | 0.6 | 1 | -3 | -5 | 7 | / | 3 | -26 | 0.031
COc1ccc(C(O)CNc2ccc(C)cc2)cc1 (centres undefined) | 1.4 | 0 | 4 | 1 | 11 | / | 2 | -29 | 0.029
Cc1ccc(/C=N/n2c(C3CCCCC3)n[nH]c2=S)o1 | 0.8 | -5 | 5 | 1 | 11 | / | 1 | -14 | 2.3
Cc1cccc(Cn2ccc(NC(=O)c3ccc4c(c3)OCO4)n2)c1 | -0.1 | -11 | -4 | 5 | 8 | -2 | 22 | -16 | -2.3
Cc1c(N=Cc2ccc(Cl)o2)c(=O)n(-c2ccccc2)n1C | 1.1 | -3 | 0 | -1 | 7 | -1 | -33 | -9 | 0.38
O=C(COC(=O)Cc1ccc(S(=O)(=O)N2CCOCC2)s1)NCc1ccc(Cl)cc1 | 0.6 | 0 | 15 | 6 | 24 | -8 | -31 | -17[20 µM] | -0.22
COc1cc(/C=C(\C#N)c2nc3ccccc3[nH]2)cc(Br)c1OCc1ccc(F)cc1 | 0.4 | -16 | 0 | 0 | 10 | 5 | -112 | -10[20 µM] | -2.2
CCC(=O)N(Cc1cc2cc(OC)ccc2[nH]c1=O)c1ccc(C)cc1C | -1.7 | 4 | -4 | -2 | 1 | -6 | -67 | -14 | /
COc1ccc(NC(=O)N2CCC(n3nnc4cc(C)ccc43)CC2)cc1 | -0.1 | -1 | 13 | 7 | 13 | 2 | 32 | -11[20 µM] | 0.53
COc1ccc(N2CC(C(=O)Nc3ccc(N4CCOCC4)cc3)CC2=O)cc1 (centres undefined) | -0.6 | 0 | 5 | 2 | 13 | 5 | -10 | -14[20 µM] | 0.32
COC(=O)c1cc(COc2ccc3c4c(c(=O)oc3c2)CCCC4)c(C)o1 | 0.4 | -1 | -4 | -4 | 10 | / | -50 | -18 | 0.091
Cc1nn(Cc2ccc(Cl)cc2)c(C)c1NC(=O)c1cc(-c2ccco2)on1 | 0.0 | -5 | -1 | -11 | -3 | / | 8 | -13 | /
CCOc1ccc2c(c1)-c1c(ssc1=S)C(C)(C)N2C | 0.1 | -1 | 5 | 0 | 12 | 2 | 7 | -11[20 µM] | 0.052
CCOC(=O)C(CC)Sc1nnc(COc2ccc(C)cc2)n1-c1ccccc1 (centres undefined) | -0.8 | -12 | 7 | -2 | 17 | -4 | -1 | 28*[20 µM] | -2.4
CC(=O)Nc1nnc(Cc2c[nH]c3ccccc23)s1 | 1.5 | -1 | -4 | -15 | 2 | -39 | -23 | -29 | 0.96
CCNC(=O)N1CCCC(C(=O)c2ccc3cc(OC)ccc3c2)C1 (centres undefined) | 0.4 | -3 | -5 | -9 | 2 | 15 | i | -51 | 0.39
Cc1ccsc1C(=O)C1CCCN(Cc2cn(C)nc2-c2ccccc2)C1 (centres undefined) | -0.4 | 4 | 1 | -9 | 13 | 1 | -4 | -8 | -0.04
C=CCOC(=O)C1C(=O)CC(C)(O)C(C(=O)OCC=C)C1c1ccc(N(C)C)cc1 (centres undefined) | 1.8 | -10 | -4 | 3 | 1 | -16 | -14 | -19 | -0.12

Bioassay records: PubChem BioAssay, several laboratories

The list is partial, so the mix of outcomes need not match the whole.
